# Bioassay records from PubChem BioAssay.
# Epigenetic derep – regulators of epigenetic silencing causing reporter derepression in mouse cells; actives 0.2% (n = 280,000); AID 1865; murine LDR cells, GFP reporter derepression, 30 h; Potency, µM (series often up to 53.9 µM), for inactives: top-dose GFP activation, usual class: activators; note: % of control where 0% means no effect; nearly all actives have a fitted effect of over 60% in size
#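 Murine LDR cells bearing a silenced CMV-driven GFP reporter were exposed to compound for 30 h at 37 C. After PBS washes, GFP-positive cells (20-120 um objects) counted by laser-scanning microplate cytometry.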
# KinaseGlo FLuc – counter-screen: inhibitors of Kinase-Glo firefly luciferase | Kinase-Glo luciferase, ATP luminescence, 8 min | Potency, µM (series often up to 38.3 µM), for inactives: top-dose activity change, negative = inhibition, actives largely listed as inhibitors | actives 0.28% (n = 200,000) | AID 1379; note: % is set by controls: 0 for no effect and ±100 for the full control effect; nearly all actives have a fitted effect of over 60% in size
#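 Kinase-Glo luciferase light output from ATP and luciferin was measured with 10 uM ATP, within the enzyme's linear range. Buffer: 50 mM imidazole pH 7.2, 50 mM KCl, 7 mM MgCl2, 0.01% Tween 20, 0.05% BSA; luminescence read after 8 min at ambient temperature.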
# GoLoco inh red – RGS12 GoLoco-Gai1 interaction inhibition | P63096 | actives 0.44% (n = 230,000) | Potency, µM (highest dose often 61.6 µM), without a hit: at the top dose activity, negative = inhibition, most hits filed as inhibitors | Gai1:RGS12 GoLoco peptide FP, rhodamine, 10 min; active = well fitted inhibition curve with a large enough effect, not every such curve was filed as active; inactive = no such curve, though single readings can be large or run the other way; note: % is set by controls: 0 for no effect and ±100 for the full control effect; nearly all actives have a fitted effect of over 30% in size; many of its hits are not listed in these tables
# Target sequence (P63096 whole entry, looked up): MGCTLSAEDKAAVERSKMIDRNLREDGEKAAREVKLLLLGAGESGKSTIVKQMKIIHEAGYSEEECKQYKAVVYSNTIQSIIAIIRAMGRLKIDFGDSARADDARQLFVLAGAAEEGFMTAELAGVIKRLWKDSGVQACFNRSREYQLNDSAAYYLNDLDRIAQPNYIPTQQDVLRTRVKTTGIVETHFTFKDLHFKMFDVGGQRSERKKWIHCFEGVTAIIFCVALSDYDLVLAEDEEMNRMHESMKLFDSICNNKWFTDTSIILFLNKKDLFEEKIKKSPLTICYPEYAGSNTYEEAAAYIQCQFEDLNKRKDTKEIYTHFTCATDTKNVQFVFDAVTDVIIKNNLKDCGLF
# SMN2 splice up – SMN2 splice variant enhancement | HEK293 SMN2-luciferase splicing reporter, luminescence, 30-36 h | Potency, µM (series often up to 46.1 µM), without a hit: at the highest dose activity change, positive = activation, usual class: activators | actives 2.8% (n = 210,000) | AID 1458; note: % of control where 0% means no effect; nearly all actives have a fitted effect of over 55% in size
#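 HEK293 cells carry an SMN2 minigene-luciferase reporter in which exon 7 inclusion puts luciferase in frame. Cells were seeded at 2000 cells/well, attached for 10-12 hours, then exposed to compounds for 30-36 hours at 37C before ONE-Glo luminescence.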
# RECQ1 inh – RECQ1 (human) helicase inhibition; P46063; RECQ1 DNA unwinding, red fluorescence kinetic read; Potency, µM (doses to about 57.3 µM), without a hit: at the top dose activity, negative = inhibition, usual class: inhibitors; actives 0.54% (n = 240,000); AID 2549;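 note: plate controls were vehicle for no effect and no enzyme for full effect; nearly all actives have a fitted effect of over 30% in size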
#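 50 nM RECQ1T1 preincubated 15 min with compound in Tris pH 8.0 buffer with MgCl2, DTT, Tween-20 and 2.5 ug/ml poly(dI-dC); started with 200 nM TAMRA/BHQ-2 forked duplex and 2 mM ATP. Unwinding read as fluorescence (525/598 nm), two reads 2 h apart.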
# NPSR antag – antagonists of human neuropeptide S receptor cAMP signaling; Q6W5P4; CHO-NPSR cells, cAMP TR-FRET, antagonist mode; Potency, µM (titrated, usually from 38.3 µM), inactives show at the highest dose activity change, negative = inhibition, hits mostly inhibitors; actives 1% (n = 220,000); note: % is set by controls: 0 for no effect and ±100 for the full control effect; nearly all actives have a fitted effect of over 50% in size; many of its hits are not listed in these tables
# Target sequence (Q6W5P4 whole entry, looked up): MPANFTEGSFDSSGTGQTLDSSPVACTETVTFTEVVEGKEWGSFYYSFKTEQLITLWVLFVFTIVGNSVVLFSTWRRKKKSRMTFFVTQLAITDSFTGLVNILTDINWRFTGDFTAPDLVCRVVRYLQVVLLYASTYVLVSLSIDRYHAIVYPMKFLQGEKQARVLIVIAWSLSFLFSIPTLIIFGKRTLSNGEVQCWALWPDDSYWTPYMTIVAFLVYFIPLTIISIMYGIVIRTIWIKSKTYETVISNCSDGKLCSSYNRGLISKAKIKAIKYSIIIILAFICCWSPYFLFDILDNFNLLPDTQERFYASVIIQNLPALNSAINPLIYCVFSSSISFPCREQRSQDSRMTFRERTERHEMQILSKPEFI
# JMJD2E inh – inhibitors of human JMJD2E histone demethylase | B2RXH2 | Potency, µM (series often up to 57.1 µM), without a hit: at the top dose activity change, negative = inhibition, most hits filed as inhibitors | JMJD2E catalytic domain, FDH-coupled NADH fluorescence (FDH is formaldehyde dehydrogenase) | actives 1.6% (n = 230,000); active = well fitted inhibition curve with a large enough effect, not every such curve was filed as active; inconclusive = small, poorly fitted or top-dose-only effect, or another doubt; inactive = no such curve, though single readings can be large or run the other way;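 note: 0% = wells with enzyme and -100% = buffer wells without enzyme; nearly all actives have a fitted effect of over 50% in size; many of its hits are not listed in these tables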
# Target sequence (B2RXH2 1-337 limits assumed): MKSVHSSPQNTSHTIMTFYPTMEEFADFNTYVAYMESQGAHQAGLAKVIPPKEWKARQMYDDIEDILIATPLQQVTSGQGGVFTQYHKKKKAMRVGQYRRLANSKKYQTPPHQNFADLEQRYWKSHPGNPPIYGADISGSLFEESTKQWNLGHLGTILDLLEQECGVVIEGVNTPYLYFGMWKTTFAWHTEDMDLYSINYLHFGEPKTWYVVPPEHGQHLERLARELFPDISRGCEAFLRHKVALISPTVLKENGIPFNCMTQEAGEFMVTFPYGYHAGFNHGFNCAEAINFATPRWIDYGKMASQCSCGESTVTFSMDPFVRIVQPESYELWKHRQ
# IMPase Li inh – cell-permeable IMPase inhibitors with lithium potentiation; actives 0.35% (n = 210,000); AID 1457; CHO-M1 cells, IP1 TR-FRET (IP-One), carbachol + lithium; Potency, µM (highest dose often 59.4 µM), inactives show top-dose activity, negative = IMPase inhibition, usual class: inhibitors;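 note: IP1 builds up when IMPase is blocked and the TR-FRET signal falls; plate controls were basal vehicle for no effect and high inhibitor control for full effect; nearly all actives have a fitted effect of over 50% in size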
#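 Readout is a homogeneous TR-FRET IP1 immunoassay (Ex 320, Em 665 and 620), where raised cytosolic IP1 lowers signal. Cells were CHO-M1 treated 30 min at 37C with test compounds plus a little lithium; AC50 values came from Hill-equation fitting.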
# * = called active by the depositor; i = inactive; ? = inconclusive; / = no result given; [ ] = dose if it differs, or a comment. Unless noted, calls come from the whole dose curve; as a rule, active = well fitted curve in the direction sought with a large enough effect; inconclusive = small, poorly fitted or top-dose-only effect, or another doubt; inactive = no such curve, though single readings can be large; an effect the other way counts as inactive or inconclusive. Potency is the fitted concentration of half-maximal effect.
# Short forms – A = Epigenetic derep; B = KinaseGlo FLuc; C = GoLoco inh red; D = SMN2 splice up; E = RECQ1 inh; F = NPSR antag; G = JMJD2E inh; H = IMPase Li inh
CSc1sc2ccccc2[n+]1CCCS(=O)(=O)[O-]
  A: 0.0% | B: 10% | C: -9% | D: -10% | E: -7% | F: -4%[46.1 µM] | G: -14% | H: 1%[38.3 µM]

Cc1cc2occ(CC(=O)NCc3cccs3)c2cc1C(C)C
  A: -0.9% | B: 2% | C: 10% | D: 14% | E: -3% | F: -33% | G: 7% | H: 7%

CCn1nc(CC(=O)O)c2ccccc2c1=O
  A: 1.9% | B: -5% | C: 12% | D: / | E: i | F: 2% | G: -2% | H: 3%

CSc1nc(-c2ccccc2)nc(C(Cl)Cl)n1
  A: -3.2% | B: 1% | C: -5% | D: -2% | E: -3% | F: -23% | G: -7% | H: 24%

Cc1cccc(OCC(=O)Nc2cc(C)c(C)cc2O)c1
  A: -0.7% | B: -7% | C: 12% | D: 2% | E: -1% | F: 5%[46.1 µM] | G: 4% | H: 4%[38.3 µM]

COCCN1Cc2cccc(C(=O)Nc3ccc(S(=O)(=O)N4CCOCC4)cc3)c2C1=O
  A: 6.7% | B: 0% | C: 4% | D: -10% | E: -1% | F: 6% | G: ? | H: -1%

CC(C)c1ccc(C(=O)CSc2n[nH]c(-c3ccncc3)n2)cc1
  A: -1.0% | B: 11% | C: 1% | D: 33% | E: -1% | F: -25%[46.1 µM] | G: 2% | H: 17%[38.3 µM]

Fc1ccccc1CSCc1nc2ccccc2[nH]1
  A: -3.2% | B: -1% | C: 9% | D: 10µM* | E: i | F: -9% | G: 4% | H: 5%

Cc1cc(C(=O)N/N=C/c2ccccc2Br)no1
  A: -1.0% | B: -3% | C: 10% | D: 2% | E: -13% | F: 1%[46.1 µM] | G: 9% | H: -5%[38.3 µM]

COc1ccc(Cl)cc1C(=O)NNC(=O)c1cccnc1
  A: -0.9% | B: 2% | C: 10% | D: -2% | E: -15% | F: -8%[46.1 µM] | G: 13% | H: 3%

COc1cc(C(=O)N2CCN(c3ccc([N+](=O)[O-])cc3)CC2)ccc1OCc1c(C)noc1C
  A: 5.1% | B: 2% | C: 13% | D: -50%[inhibitor] | E: -2% | F: -20%[46.1 µM] | G: 9% | H: 27%[38.3 µM]

O=C(CN1CCOCC1)N/N=C/c1ccc(C(=O)O)cc1
  A: 0.0% | B: -1% | C: -4% | D: ? | E: -4% | F: 13% | G: 2% | H: -2%

COc1ccccc1/C=N/NC(=O)CC(=O)NCc1cccnc1
  A: 0.0% | B: 4% | C: -7% | D: 4% | E: -6% | F: 28% | G: 0% | H: 11%

O=C(Nc1c(Cl)cc(Cl)cc1C(=O)NCCN1CCOCC1)c1cccc([N+](=O)[O-])c1
  A: 1.1% | B: -3% | C: 5% | D: 9% | E: 7% | F: 0% | G: -3% | H: 2%

Cc1ccc(N(C)S(=O)(=O)c2cccc(C(=O)Nc3nnc(C4CC4)s3)c2)cc1
  A: -2.1% | B: 1% | C: 9% | D: -6% | E: -4% | F: -22% | G: ? | H: 3%

# Next part
# Short forms – A = Epigenetic derep; B = KinaseGlo FLuc; C = GoLoco inh red; D = SMN2 splice up; E = RECQ1 inh; F = NPSR antag; G = JMJD2E inh; H = IMPase Li inh
CCOCCCN(Cc1cc2cc(C)cc(C)c2[nH]c1=O)C(=O)N(CC)CC
  A: -3.4% | B: 3% | C: 8% | D: -1% | E: 0% | F: -7%[46.1 µM] | G: -13% | H: 3%

COc1ccc(/C=C/C(=O)Nc2cc(S(=O)(=O)N3CCOCC3)ccc2N2CCCC2)cc1OC
  A: -1.6% | B: 5% | C: 13% | D: 25% | E: -1% | F: 1% | G: -26% | H: 11%

O=C(Cc1c(F)cccc1Cl)c1ccc(O)cc1O
  A: -1.1% | B: -5% | C: 2% | D: -3% | E: -8% | F: -15%[46.1 µM] | G: -3% | H: -11%[38.3 µM]

CCOC(=O)c1c(-c2ccc(C)o2)csc1NC(=O)CN1CCCCC1
  A: 0.3% | B: 2% | C: -25% | D: -28% | E: -4% | F: ? | G: -1% | H: 14%

O=C(O)/C=C/C(=O)Nc1ccc(Oc2ccc(NC(=O)/C=C/C(=O)O)cc2)cc1
  A: 0.9% | B: -1% | C: -9% | D: ? | E: i | F: 16% | G: -2% | H: 1%

CN(Cc1ccon1)C(=O)CC1C(=O)NCCN1Cc1cccc(Oc2ccccc2)c1 (stereo not given)
  A: 3.2% | B: -3% | C: 10% | D: -12% | E: i | F: 10% | G: -9% | H: 8%

CN(C(=O)c1ccc(=O)n(Cc2ccc(Cl)cc2)c1)c1ccccc1
  A: 1.4% | B: 3% | C: -8% | D: 14% | E: 1% | F: -12% | G: 2% | H: 21%

COC(=O)c1cccc(NC(=O)CC2C(=O)NCCN2C(=O)c2ccc(F)cc2F)c1 (stereo not given)
  A: -2.1% | B: / | C: -13% | D: / | E: -7% | F: -25% | G: 3% | H: /

COc1cccc(/C=N/NC(N)=S)c1OCc1cccc(Cl)c1
  A: 0.0% | B: -4% | C: 12% | D: -12% | E: -12% | F: ? | G: ? | H: 10%

CCOC(=O)N1CCN(c2c(NCCN(C)Cc3ccccc3)c(=O)c2=O)CC1
  A: 0.0% | B: 1% | C: -13% | D: -3% | E: -4% | F: -11%[46.1 µM] | G: 2% | H: 23%[38.3 µM]

Cc1cc(N2CCC(C)CC2)nc2ccc(N3C(=O)CCC3=O)cc12
  A: -1.0% | B: 2% | C: 5% | D: 20% | E: 11% | F: -9%[46.1 µM] | G: ? | H: 24%[38.3 µM]

CCn1cc(C(=O)OCC(=O)Nc2cccc(Cl)c2Cl)c(=O)c2ccc(C)nc21
  A: -0.1% | B: 0% | C: 2% | D: 0% | E: i | F: 8% | G: 8% | H: 3%

CCNC(=S)N/N=C/c1ccccc1[N+](=O)[O-]
  A: -1.5% | B: 3% | C: 5% | D: 12% | E: i | F: -33% | G: 7% | H: 7%

CCOc1ccc(NC(=O)c2ccc(NC(=S)NC3CCCCC3)cc2)cc1
  A: 4.0% | B: -2% | C: 15% | D: 20% | E: i | F: -26% | G: 0% | H: -1%

O=C(NCc1ccco1)c1nnc(Cc2ccc(Cl)cc2)o1
  A: -1.9% | B: 16% | C: -22% | D: -9% | E: -6% | F: -18%[46.1 µM] | G: -6% | H: -1%[38.3 µM]

# Just JMJD2E inh, for three of the compounds above:
SMILES,JMJD2E inh
CN(C(=O)c1ccc(=O)n(Cc2ccc(Cl)cc2)c1)c1ccccc1,2%
COC(=O)c1cccc(NC(=O)CC2C(=O)NCCN2C(=O)c2ccc(F)cc2F)c1 (stereo not given),3%
COc1cccc(/C=N/NC(N)=S)c1OCc1cccc(Cl)c1,?

# Compound profiles (already shown):
# Profile of CCn1nc(CC(=O)O)c2ccccc2c1=O = Epigenetic derep: 1.9%; KinaseGlo FLuc: -5%; GoLoco inh red: 12%; SMN2 splice up: /; RECQ1 inh: i; NPSR antag: 2%; JMJD2E inh: -2%; IMPase Li inh: 3%
# Profile of O=C(NCc1ccco1)c1nnc(Cc2ccc(Cl)cc2)o1 = Epigenetic derep: -1.9%; KinaseGlo FLuc: 16%; GoLoco inh red: -22%; SMN2 splice up: -9%; RECQ1 inh: -6%; NPSR antag: -18%[46.1 µM]; JMJD2E inh: -6%; IMPase Li inh: -1%[38.3 µM]

# Later entries.
# Short forms – A = Epigenetic derep; B = KinaseGlo FLuc; C = GoLoco inh red; D = SMN2 splice up; E = RECQ1 inh; F = NPSR antag; G = JMJD2E inh; H = IMPase Li inh
O=C(NCCc1ccccn1)C(F)(F)C(F)(F)C(F)(F)C(F)(F)C(F)(F)C(F)(F)C(F)(F)C(F)F
  A: 1.0% | B: -2% | C: 8% | D: -3% | E: -4% | F: 5% | G: -8% | H: 4%

O=C(NCCCc1ccccc1)N1CCOCC1
  A: 0.0% | B: 1% | C: 1% | D: / | E: i | F: -17% | G: 6% | H: -1%

Cc1cnc(C)c(N2CCN(Cc3nc(-c4ccccc4)no3)CC2)n1
  A: 0.0% | B: -3% | C: 10% | D: / | E: 14% | F: 12% | G: -20% | H: 10%

COc1cc(CNCCSc2nnnn2C)cc(Br)c1OCc1ccccc1F
  A: 0.0% | B: -4% | C: 5% | D: 14% | E: -7% | F: -2%[46.1 µM] | G: -6% | H: 26%[38.3 µM]

O=C(OCCN1CCCCC1)c1cc2ccccc2o1
  A: -0.2% | B: -5% | C: 7% | D: 0% | E: i | F: -10%[46.1 µM] | G: ? | H: 12%[38.3 µM]

COc1cccc(C(=O)N2CCN(C3CCC(c4ccccc4)CC3)CC2)c1OC (stereo not given)
  A: -1.1% | B: 2% | C: -3% | D: -10% | E: i | F: ? | G: -29% | H: 5%[38.3 µM]

CCn1c(O)c(/C=C2\C=NN=C2c2ccccc2)sc1=S
  A: 2.0% | B: / | C: 11% | D: / | E: -8% | F: -40% | G: 10% | H: /

COc1ccccc1N(CC(N)=O)S(=O)(=O)c1ccc(C)cc1
  A: -3.2% | B: -2% | C: 0% | D: -3% | E: i | F: -13%[46.1 µM] | G: 10% | H: -10%[38.3 µM]

Cn1c(SCC(=O)N/N=C/c2ccc([N+](=O)[O-])s2)nnc1-c1ccccc1
  A: ? | B: 2% | C: 5% | D: -60%[inhibitor] | E: -5% | F: ? | G: 4% | H: 9%

Cc1noc(C)c1C(=O)NCc1ccccc1
  A: -3.9% | B: -1% | C: -17% | D: 22% | E: -20% | F: -8%[46.1 µM] | G: -4% | H: 7%[38.3 µM]

Cc1cccc(-n2ccnc2CN2CCC(CO)(Cc3ccccc3)CC2)c1
  A: 1.1% | B: / | C: 10% | D: / | E: -4% | F: -6% | G: -2% | H: /

CCn1c(O)c(N=NC2=NC(=O)CS2)c2cc(C)ccc21
  A: -0.2% | B: 1% | C: 9% | D: -4% | E: -6% | F: -13%[46.1 µM] | G: 6% | H: 17%[38.3 µM]

Cc1cccc(NC(=S)NC2CC3CCCC(C2)N3Cc2ccccc2)c1C (stereo not given)
  A: 0.0% | B: 3% | C: 7% | D: -20% | E: -10% | F: -12% | G: -14% | H: 19%

O=C(CN1N=C(c2ccc(Cl)cc2)CCC1=O)NCCN1CCc2ccccc2C1
  A: 1.3% | B: -1% | C: 14% | D: -20% | E: -11% | F: 0%[46.1 µM] | G: -16% | H: 11%

# Only part of the results is shown; count on the stated rates, not on these rows.
